UHRF1 binding: UHRF1 methylated DNA binding inhibitors, primary screen, counter-screen for MBD2 inhibitor project, biochemical, TR-FRET, human UHRF1, single concentration; E3 ubiquitin-protein ligase UHRF1 (Homo sapiens), Q96T88; UHRF1 binding to methylated oligo; inhibition, % at 4.4 µM; hit rate 0.75% among 370,000; AID 687016, 2013; in the data active means inhibition above about 21%;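 further: UHRF1 SRA domain binding a hemimethylated CpG hairpin DNA probe; 0% = median of test compound wells and 100% = reference inhibitor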
KLK7 zymogen act: proKLK7 zymogen activators, primary screen, biochemical, fluorescence intensity | Kallikrein-7 (Homo sapiens), P49862 | purified proKLK7, EDANS-DABCYL substrate fluorescence; 100% is mature enzyme control, 0% vehicle | activation, % at 7 µM | hit rate 0.9% among 370,000;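 active means activation above the mean of all tested compounds plus 3 SD, computed per campaign excluding outliers beyond control limits, cut at about 13% in these data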
Target sequence (P49862 whole entry, looked up): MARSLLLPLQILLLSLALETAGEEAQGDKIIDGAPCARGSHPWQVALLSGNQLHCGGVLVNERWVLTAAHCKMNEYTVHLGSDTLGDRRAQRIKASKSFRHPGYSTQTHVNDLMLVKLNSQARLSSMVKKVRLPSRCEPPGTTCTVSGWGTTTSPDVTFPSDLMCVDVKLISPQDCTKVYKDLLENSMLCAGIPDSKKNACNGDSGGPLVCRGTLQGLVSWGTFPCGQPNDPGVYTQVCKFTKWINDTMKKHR
DDE Tn7 FP inh: inhibitors of Tn7 peptide binding to fibrin DD(E), primary screen, biochemical, fluorescence polarization, human fibrin, Tn7 probe. Fibrinogen beta chain (Homo sapiens), P02675. FP displacement of FITC-Tn7 peptide from fibrin DD(E); 0% = median of compound wells per plate. inhibition, % at 8.3 µM. hit rate 0.13% among 370,000;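 active means inhibition above the mean of compounds falling within the control limits plus 3 SD of them, cut at about 14% in these data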;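 further: 0% = plate median of compound wells and 100% = 10 µM Aha-Tn7 peptide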
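Assay system: human fibrin DD(E). Input: DD(E) 2 µM final. Medium: Tris buffer with calcium and detergent, pH 7.8. Compound dosing: single point at 8.3 µM. Timing: 10 min plus 3 h, room temperature. Technique: fluorescence polarization of the labelled Tn7 tracer. Read-out: percent inhibition. Replicates: singlicate testing.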
TCR-CD3 inh: inhibitors of human TCR-CD3 interaction, primary screen, biochemical, fluorescence, TAMRA-labeled TCR probe | T-cell receptor (TCR) | inhibition, % at 9.4 µM | hit rate 0.37% among 360,000 | AID 651800, 2012; in the data active means inhibition above about 19%;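 further: recombinant mutant TCR 2C K166C tagged with TAMRA read by polarization; 0% = receptor in buffer alone and 100% = receptor with positive control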
MBD2 inh: inhibitors of MBD2 binding to methylated DNA, primary screen, biochemical, TR-FRET, DNA-binding domain, human | Methyl-CpG-binding domain protein 2 (Homo sapiens), Q9UBB5 | hit rate 0.31% among 370,000 | inhibition, % at 4.4 µM | MBD2 binding to methylated oligonucleotide; in the data active means inhibition above about 13%
Target sequence (Q9UBB5 whole entry, looked up, the tested form may be a part): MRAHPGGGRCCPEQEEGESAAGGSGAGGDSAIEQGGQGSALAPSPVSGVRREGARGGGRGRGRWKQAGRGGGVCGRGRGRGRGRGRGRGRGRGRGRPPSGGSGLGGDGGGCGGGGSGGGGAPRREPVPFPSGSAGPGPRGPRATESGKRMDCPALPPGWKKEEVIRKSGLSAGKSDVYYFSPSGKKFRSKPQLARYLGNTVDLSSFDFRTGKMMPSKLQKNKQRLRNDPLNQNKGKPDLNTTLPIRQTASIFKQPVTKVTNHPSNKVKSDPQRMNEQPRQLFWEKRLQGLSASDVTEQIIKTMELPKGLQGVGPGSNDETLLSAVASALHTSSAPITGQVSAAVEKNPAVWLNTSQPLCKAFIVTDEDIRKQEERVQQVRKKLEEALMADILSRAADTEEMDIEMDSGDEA
SIAE inh: human SIAE inhibitors, primary screen, biochemical, fluorescence polarization, FP-Rh probe, 1536-well HTS. SIAE FP-Rh probe binding. Sialate O-acetylesterase (Homo sapiens), Q9HAT2. inhibition, % at 9.66 µM. hit rate 0.69% among 370,000;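 active means inhibition above a cutoff: mean of compounds within the control limits plus 3 SD of those, cut at about 17% in these data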;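 further: 0% = plate median of compound wells and 100% = probe without SIAE protein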
TDP2 inh: human TDP2 enzyme inhibitors, primary screen, biochemical, epi absorbance, recombinant enzyme | hit rate 0.34% among 370,000 | T5PNP hydrolysis, p-nitrophenol absorbance 415 nm | inhibition, % at 12.8 µM | Tyrosyl-DNA phosphodiesterase 2 (Homo sapiens), O95551;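 active means inhibition above the mean of all tested compounds plus 3 SD, set per campaign, cut at about 25% in these data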;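 further: 0% = DMSO with enzyme and 100% = buffer with substrate but no TDP2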
Target sequence (O95551 whole entry, looked up): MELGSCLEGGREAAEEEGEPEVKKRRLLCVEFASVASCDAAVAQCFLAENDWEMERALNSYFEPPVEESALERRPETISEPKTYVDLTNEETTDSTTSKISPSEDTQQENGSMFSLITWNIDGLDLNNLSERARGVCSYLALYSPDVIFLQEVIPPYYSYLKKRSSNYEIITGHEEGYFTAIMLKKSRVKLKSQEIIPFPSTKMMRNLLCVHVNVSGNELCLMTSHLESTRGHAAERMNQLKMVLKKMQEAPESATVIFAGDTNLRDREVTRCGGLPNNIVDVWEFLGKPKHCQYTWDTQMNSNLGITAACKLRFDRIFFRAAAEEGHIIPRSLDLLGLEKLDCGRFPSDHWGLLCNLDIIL
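System – recombinant human TDP2 · Quantity – TDP2 enzyme at 120 nM final · Doses – single concentration, 12.8 µM nominal, with 1% DMSO · Incubation – 2 h at 37 °C · Measured by – epi absorbance of p-nitrophenol freed from T5PNP by hydrolysis · Read-out – % inhibition relative to enzyme-containing and enzyme-free wells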
PRMT1 FP inh: PRMT1 methyltransferase inhibitors, primary screen, biochemical, fluorescence polarization. Protein arginine N-methyltransferase 1 (Homo sapiens), Q99873. recombinant PRMT1, activity-based probe fluorescence polarization. hit rate 1.3% among 370,000. inhibition, % at 2.79 µM;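 active means inhibition above about 21% made by adding two undisclosed values, limit read from the data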
LEDGF integ inh: blockers of LEDGF/p75-dependent integrase strand transfer – biochemical, TR-FRET, high throughput, primary screen | TR-FRET IN-LEDGF/p75 DNA integration, Eu/Cy5 | inhibition, % at 3.7 µM | hit rate 0.64% among 370,000 | AID 743269, 2014;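 active means inhibition above the screen-wide mean plus 3 SD, cut at about 13% in these data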;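 further: signal is the Cy5 over europium emission ratio at 671 and 618 nm; 0% = plate median of compound wells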
Tn6 DDE FP: inhibitors of Tn6 peptide binding to fibrin DD(E), primary screen, biochemical, fluorescence polarization, human fibrin, Tn6 probe; Fibrin DD(E) TRITC-Tn6 fluorescence polarization displacement; inhibition, % at 8.3 µM; hit rate 0.21% among 370,000; AID 720509, 2013;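 active means inhibition above a per-campaign cutoff: mean of compounds within control limits plus 3 SD, cut at about 15% in these data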;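 further: 0% = median of all compound wells on the plate and 100% = blocking peptide control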
Active calls of the source: *.

item	Compound	UHRF1 binding	KLK7 zymogen act	DDE Tn7 FP inh	TCR-CD3 inh	MBD2 inh	SIAE inh	TDP2 inh	PRMT1 FP inh	LEDGF integ inh	Tn6 DDE FP
1	O=C(Nc1cccc(-n2cnnn2)c1)c1ccc(OC(F)(F)F)cc1	2	-1.0	4	4	4	-5	-4	1	-4	3
2	C/C(=C\c1ccccc1F)C1Nc2cccc3cccc(c23)N1	-5	-0.4	-1	-5	-6	2	3	3	-3	0
3	Cc1ccc(S(=O)(=O)N2CCCCC2)cc1C(=O)NCc1ccccn1	-3	-0.1	-1	-1	1	5	14	-1	-1	0
4	CCC(Br)C(=O)Nc1ccc(OC)cc1 (stereo not given)	0	0.3	3	5	2	4	-8	2	-2	7
5	CN(CCc1ccccn1)C(=O)CCc1nnc(CCCc2ccccc2)o1	1	0.4	-7	-3	3	3	0	3	0	2
6	N#Cc1ccsc1NC(=O)CCS(=O)(=O)c1ccccc1	-1	0.0	-5	3	-4	5	5	6	5	-5
7	O=C(CN1C(=O)c2ccccc2S1(=O)=O)c1ccccc1Cl	-5	0.0	3	11	-3	0	3	-6	4	-4
8	NC(=O)c1ccc[n+](Cc2ccc(-c3ccccc3)cc2)c1	0	-0.2	-4	-5	-3	3	2	-4	5	2
9	O=C(Nc1ccc(N2CCOCC2)cc1)c1cc(-n2cnnc2)ccc1Cl	-2	0.5	-4	5	-1	5	0	-6	1	5
10	CCN(CC)CCN(C(=O)Cn1nnc(-c2ccc(C)o2)n1)C(C(=O)NC1CCCC1)c1ccc(F)cc1 (stereo not given)	1	-0.5	-4	-6	2	4	-5	5	-10	1
11	COc1cccc(Oc2cc(Cl)nc(N)n2)c1	2	0.4	-5	8	3	-8	-4	2	-2	3
12	CCNC(=S)N1CCN(c2nc(-c3cccc(OC)c3)cs2)CC1	-4	0.3	5	1	-8	7	2	-4	-2	-4
13	O=C(NCc1ccccn1)c1ccc(N2CCCC2)c([N+](=O)[O-])c1	-8	-0.7	6	10	-10	3	-11	4	-1	0
14	CC(=O)Oc1ccc2c(c1)C(=O)c1ccccc1C2=O	-14	0.3	1	-2	-14	7	-5	5	-4	-8
15	Cc1cc(C(=O)N/N=C/c2ccccc2Br)no1	-2	-0.5	-6	-5	3	0	-2	0	2	2

Molecules listed so far with a carbonyl joined to an NH by a bond outside any ring (nine):
item	Compound	UHRF1 binding	KLK7 zymogen act	DDE Tn7 FP inh	TCR-CD3 inh	MBD2 inh	SIAE inh	TDP2 inh	PRMT1 FP inh	LEDGF integ inh	Tn6 DDE FP
1	O=C(Nc1cccc(-n2cnnn2)c1)c1ccc(OC(F)(F)F)cc1	2	-1.0	4	4	4	-5	-4	1	-4	3
3	Cc1ccc(S(=O)(=O)N2CCCCC2)cc1C(=O)NCc1ccccn1	-3	-0.1	-1	-1	1	5	14	-1	-1	0
4	CCC(Br)C(=O)Nc1ccc(OC)cc1 (stereo not given)	0	0.3	3	5	2	4	-8	2	-2	7
6	N#Cc1ccsc1NC(=O)CCS(=O)(=O)c1ccccc1	-1	0.0	-5	3	-4	5	5	6	5	-5
8	NC(=O)c1ccc[n+](Cc2ccc(-c3ccccc3)cc2)c1	0	-0.2	-4	-5	-3	3	2	-4	5	2
9	O=C(Nc1ccc(N2CCOCC2)cc1)c1cc(-n2cnnc2)ccc1Cl	-2	0.5	-4	5	-1	5	0	-6	1	5
10	CCN(CC)CCN(C(=O)Cn1nnc(-c2ccc(C)o2)n1)C(C(=O)NC1CCCC1)c1ccc(F)cc1 (stereo not given)	1	-0.5	-4	-6	2	4	-5	5	-10	1
13	O=C(NCc1ccccn1)c1ccc(N2CCCC2)c([N+](=O)[O-])c1	-8	-0.7	6	10	-10	3	-11	4	-1	0
15	Cc1cc(C(=O)N/N=C/c2ccccc2Br)no1	-2	-0.5	-6	-5	3	0	-2	0	2	2

The listing continues.
item	Compound	UHRF1 binding	KLK7 zymogen act	DDE Tn7 FP inh	TCR-CD3 inh	MBD2 inh	SIAE inh	TDP2 inh	PRMT1 FP inh	LEDGF integ inh	Tn6 DDE FP
16	CCCCn1nnnc1C(c1ccccc1)N1CCN(CC)CC1 (stereo not given)	-4	-0.1	4	-9	-2	5	1	2	1	0
17	CCOc1ccc(CCNC(=O)CN(C)S(=O)(=O)c2cccc3nsnc23)cc1OCC	2	0.6	-1	-4	5	-7	-12	5	-7	0
18	Cc1ccc(S(=O)(=O)NCCC(=O)OC(C)C(=O)NC2CC2)cc1 (stereo not given)	2	-0.4	4	-1	3	2	3	3	-3	3
19	CN(C)c1ccc(N=Nc2ccccc2C(=O)OCC(=O)NCC2CCCCC2)cc1	1	1.0	-7	0	-5	13	-15	3	-3	-9
20	Cn1c(=N)n(CC(=O)c2ccc(Br)cc2)c2ccccc21	0	0.2	-6	-7	4	3	14	4	-3	-7
21	COc1ccc(/C=C(\CC(=O)O)c2nc3ccccc3s2)cc1O	-2	1.0	3	-4	2	13	4	5	-3	-5
22	O=C(COc1ccccc1)N1N=C(c2cccnc2)CC1(O)C(F)(F)F (stereo not given)	-2	0.5	-4	0	2	-4	6	0	-2	2
23	CC(OC(=O)CNS(=O)(=O)c1ccc(C#N)cc1)C(=O)Nc1ccc(Cl)cn1 (stereo not given)	-1	-0.1	-5	-1	-3	-1	1	3	2	-3
24	CC(=O)Nc1ccc(S(=O)(=O)Nc2cccc(-c3cn4c(n3)SCC4)c2)cc1	5	0.4	-8	6	-1	-13	-3	4	-1	-2
25	CN(CC(=O)Nc1cccnc1)S(=O)(=O)c1ccc(Br)cc1	4	0.3	-4	-2	-4	-2	-13	-6	1	-9
26	COc1ccc(/C(C)=N/NC(=O)CNC(=O)Cc2ccccc2)c(OC)c1	-3	0.4	3	0	2	0	5	-3	3	-4
27	Cc1ccc(S(=O)(=O)CC(=O)c2ccc(C(C)(C)C)cc2)cc1	1	-0.4	3	-1	3	-2	-7	0	2	8
28	Cc1ccc(CC(=O)NCCS(=O)c2ccc(Cl)cc2)cc1 (stereo not given)	2	0.6	-10	5	-1	0	2	2	5	-4
29	COc1ccc(OC)c(/C=C2\SC(N3CCCCC3)=NC2=O)c1	-3	2.6	-3	5	3	4	-8	0	2	-4
30	NC(=O)c1ccc(Cn2c(C(=O)c3ccc(Cl)cc3)c3ccccc3[n+]2[O-])cc1	0	0.3	1	2	-1	-3	4	1	-1	0
31	CC(=O)c1ccc(NC(=O)C(C)N(C)CC(=O)Nc2ccccc2Cl)cc1 (stereo not given)	-2	-0.3	0	-2	-2	-5	8	-2	-1	0
32	CN(Cc1ccc(F)cc1)C(=O)c1cccc(OC2CCN(C3CCCC3)CC2)c1	-2	-0.3	5	4	-3	1	-2	0	1	3
33	COc1ccc(NS(=O)(=O)c2ccc3c(c2)oc(=O)n3C)cc1Cl	0	0.1	-2	4	1	13	-2	-2	-4	5
34	CC1=C(C(=O)N2CCCCCC2)CC(CC(=O)NC2CC2)C(=O)N1Cc1ccccc1 (stereo not given)	-1	0.1	5	-8	1	1	6	1	-1	-3
35	COc1ccccc1CNC(=O)C1(C)CCN1Cc1ccc2ccccc2c1 (stereo not given)	-1	0.6	4	3	-2	-2	0	-2	-1	-1
36	O=Cc1[nH]c2ccccc2c1N(C(=O)CCl)c1ccccc1	3	-0.3	-2	-9	-3	-2	-11	8	1	2
37	CCOC(=O)c1cnc2nc(NCc3ccc(OC)c(OC)c3)[nH]n2c1=O	0	-0.8	9	5	1	0	4	1	3	0
38	CN(C)C(=O)c1ccc(=O)n(Cc2ccc(Cl)cc2Cl)c1	-2	1.0	5	7	-10	-1	10	-4	3	-1
39	CCCCN(CCCC)CC(O)COc1ccccc1Br (stereo not given)	10	0.7	2	8	2	-2	-3	-1	3	-1
40	COc1ccc(OC)c(/C=C/C(=O)c2ccc3c(c2)OCCO3)c1	-3	-2.2	-3	8	-5	-4	23	1	-1	8
41	CN(C)c1ccc(NS(=O)(=O)c2ccc(-c3csnn3)cc2)cc1	2	0.7	2	0	-6	10	-15	15	2	-11
42	Cc1cc(C(=O)Nc2ccccc2Cl)n(-c2ccccc2)n1	6	-0.1	3	6	-2	0	6	-1	0	-1
43	CCCCOc1ccc(C(=O)N2CCN(c3ccc(N4CCOCC4)nn3)CC2)cc1	1	-2.0	5	3	-3	-7	-13	0	0	-6
44	O=c1cc(-c2cccc3ccccc23)[nH][nH]1	-9	0.1	-5	2	-5	8	4	-1	-1	0
45	COc1ccccc1OCC(=O)Nc1cc(Cl)ccc1Oc1ccccc1	-2	-0.1	0	6	-3	-7	-5	-3	2	3
46	COc1ccc(CNC(=O)Nc2ccc3c(c2)c(=O)n(C)n3Cc2cccc(C(F)(F)F)c2)cc1	0	-9.9	6	-2	-4	1	-6	-6	0	-2
47	O=C(c1cccc(F)c1)N1CCCN(C(=O)c2cccc(F)c2)CC1	1	-0.4	-3	-6	4	6	3	2	3	3
48	COc1ccc(C(=O)Nc2ccc(C3CC3(Cl)Cl)cc2)cc1 (stereo not given)	1	-0.2	3	-2	2	-3	5	5	-3	2
49	C[C@@H](C(=O)Nc1ccc2ccccc2c1)[C@@H]1C[C@@]1(C)[C@@H](NC(=O)c1cccnc1)c1ccccc1	2	0.2	4	-2	-3	-13	5	-1	-2	-2
50	CCC1(c2ccccc2)NC(=O)N(CC(=O)N(C)Cc2c(F)cccc2Cl)C1=O (stereo not given)	0	0.0	6	3	1	-1	6	2	0	5
51	COc1ccc(OC)c2sc(NC(=O)c3ccc(Br)s3)nc12	-1	0.2	-3	-4	9	5	11	6	-2	0

Bioassay records: PubChem BioAssay, The Scripps Research Institute Molecular Screening Center
